# Screening results deposited in PubChem BioAssay by National Center for Advancing Translational Sciences (NCATS).
# Vif-A3F inh: qHTS for Inhibitors of Vif-A3F Interactions: qHTS; HeLa A3F-eYFP + Vif (tagged APOBEC3F with the HIV-1 protein that degrades it), YFP fluorescence increase; Potency, µM (series often up to 46.1 µM), inactives show at the highest dose activity, negative = active; 390,000 compounds, 0.2% hits; also: potency is read from the fitted curve at half-maximal effect; % of control where 0% means no effect; nearly all actives have a fitted effect of over 65% in size
#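 HeLa cells stably expressing A3F-eYFP plus Vif, plated and incubated overnight at 37 deg C, then exposed to compounds overnight at 37 deg C. Blocked degradation read as raised yellow fluorescence (Ex 488/Em 500-530).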
# RXFP1 antagonist: qHTS Assay for Antagonists of the Relaxin Receptor RXFP1. AID 1259400, 2018. 350,000 compounds, 0.59% hits. HEK293-RXFP1, relaxin-stimulated cAMP HTRF, 30 min; hits give low values. Relaxin receptor 1 (Homo sapiens), Q9HBX9. activity change, negative = inhibition, % at 57.5 µM;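 active = activity change of -60% or lower, but not beyond a set lower limit; inconclusive = change between -60% and -40%, or beyond the set limit; inactive = change above -40%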; also: % is scaled to controls: 0 for no effect and ±100 for the full control effect
# Target sequence (Q9HBX9 whole entry, looked up): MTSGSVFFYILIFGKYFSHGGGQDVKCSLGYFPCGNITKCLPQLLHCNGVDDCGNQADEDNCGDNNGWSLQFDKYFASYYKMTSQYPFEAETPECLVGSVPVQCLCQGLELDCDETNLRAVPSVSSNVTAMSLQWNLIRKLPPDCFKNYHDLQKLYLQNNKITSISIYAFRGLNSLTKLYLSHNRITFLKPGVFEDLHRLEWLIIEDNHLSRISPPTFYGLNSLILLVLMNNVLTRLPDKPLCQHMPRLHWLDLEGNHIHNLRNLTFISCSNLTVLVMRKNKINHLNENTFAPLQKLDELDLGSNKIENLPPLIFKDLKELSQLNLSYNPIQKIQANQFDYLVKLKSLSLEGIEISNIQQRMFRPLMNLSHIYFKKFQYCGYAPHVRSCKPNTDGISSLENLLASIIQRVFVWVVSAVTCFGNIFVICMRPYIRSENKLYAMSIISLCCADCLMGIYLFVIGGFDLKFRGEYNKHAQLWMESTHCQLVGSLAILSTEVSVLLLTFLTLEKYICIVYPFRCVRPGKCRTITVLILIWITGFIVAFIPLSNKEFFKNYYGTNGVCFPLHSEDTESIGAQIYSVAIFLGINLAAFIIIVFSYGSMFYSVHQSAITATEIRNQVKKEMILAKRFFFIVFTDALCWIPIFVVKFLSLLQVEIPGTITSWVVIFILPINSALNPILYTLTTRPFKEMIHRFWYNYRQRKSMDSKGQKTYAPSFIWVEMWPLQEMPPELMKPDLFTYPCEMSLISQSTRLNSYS
# GRP78 ERSR act: qHTS for Inducers of the Endoplasmic Reticulum Stress Response (ERSR) in Human Glioma: qHTS; U87-MG GRP78 promoter luciferase reporter, 16 h; Potency, µM, for inactives: at the highest dose activation, hits mostly activators; 420,000 compounds, 0.02% hits; AID 602332, 2012; also: potency is read from the fitted curve at half-maximal effect; series mostly up to about 76 µM; % of control where 0% means no effect; nearly all actives have a fitted effect of over 35% in size
#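 Stably transfected U87-MG glioma cells carrying a GRP78-based luciferase sensor; 16 h compound incubation. Luminescence end-point read 10 min after Bright-Glo addition at room temperature.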
# D1 agonist: Allosteric Agonists of the Human D1 Dopamine Receptor: qHTS | activation, % at 2 µM | HEK293 T-REx D1 cells, calcium flux, agonist mode | 360,000 compounds, 1% hits | D(1A) dopamine receptor (Homo sapiens), P21728; in the data active = activation above about 30%; also: 0% is about no effect
#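 Inducible HEK293 T-REx D1 cells, force-coupled to calcium signalling, were plated at 4000 cells/well with tetracycline and held overnight at 30 C. After no-wash calcium dye loading, compound-evoked calcium rise over 180 s flagged agonists.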
# Vif-APOBEC3G blk: qHTS for Inhibitors of Vif-A3G Interactions: qHTS. HeLa A3G-eYFP + Vif (tagged APOBEC3G with the HIV-1 protein that degrades it), YFP fluorescence, overnight. 410,000 compounds, 0.076% hits. Potency, µM (titrated, usually from 46.1 µM), inactives show top-dose activity, negative = active, actives largely listed as inhibitors;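 also: potency is read from the fitted curve at half-maximal effect; % is scaled to controls: 0 for no effect and ±100 for the full control effect; nearly all actives have a fitted effect of over 60% in size; hits raise eYFP signal because A3G escapes Vif-driven loss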
#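 Read-out is eYFP fluorescence (Ex 488/Em 500-530) from Vif-expressing HeLa A3G-eYFP cells; more signal means A3G escaped Vif-mediated degradation. Cells plated overnight, compound pinned in, incubated overnight at 37 deg C.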
# RXFP1 agonist: qHTS Assay for Agonists of the Relaxin Receptor RXFP1. HEK293T-RXFP1 cAMP TR-FRET, 30 min; response scale: percent of porcine relaxin response, buffer zero. AID 2676, 2010. Relaxin receptor 1 (Homo sapiens), Q9HBX9. 370,000 compounds, 0.3% hits. Potency, µM (top dose mostly 57.5 µM), inactives show top-dose activation, actives largely listed as activators; also: potency is read from the fitted curve at half-maximal effect; % is scaled to controls: 0 for no effect and ±100 for the full control effect; nearly all actives have a fitted effect of over 60% in size; many of its hits are not listed in these tables
#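 HEK293T cells stably expressing RXFP1 were pretreated with the PDE4 inhibitor Ro 20174, exposed to compounds for 30 min at 37C, lysed, and cAMP was read by TR-FRET. Data normalized to buffer (basal) and 29 nM porcine relaxin (100%).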
# D1 PAM: Potentiators of Human D1 Dopamine Receptor: qHTS | D(1A) dopamine receptor (Homo sapiens), P21728 | HEK293 TREx D1 cells, calcium flux, dopamine EC20 potentiation | potentiation, % at 10 µM | 360,000 compounds, 0.036% hits; in the data active = potentiation above about 30%; also: 0% is about no effect
# D1 antagonist: Antagonist of Human D 1 Dopamine Receptor: qHTS; D(1A) dopamine receptor (Homo sapiens), P21728; HEK293 TREx D1 cells, calcium flux, dopamine EC80; hits give low values; activity change, negative = inhibition, % at 10 µM; 360,000 compounds, 3.2% hits; in the data active = activity change below about -30%; also: % is scaled to controls: 0 for no effect and ±100 for the full control effect
#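 Using tetracycline-induced force-coupled D1 Hek293 cells and a calcium dye, signals were followed for 180 s after compound, then for 180 s after EC80 dopamine, to detect inhibitors.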
# D2 PAM: HTS Assay for Positive Allosteric Modulators of the Human D2 Dopamine Receptor: Primary Screen for Potentiators. D(2) dopamine receptor (Homo sapiens), P14416. HEK293 T-REx D2, calcium flux, EC20 dopamine potentiation. potentiation, % at 10 µM. 340,000 compounds, 0.34% hits;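 active = potentiation over 3 SD above the plate norm, cut at about 30% in these data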; also: 0% is about no effect
#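 Calcium flux readout, no-wash dye, 1 read/s. Inducible HEK293 Trex D2 line, overnight 30 C. Compound alone 180 s (agonist flags), then EC20 dopamine, another 180 s to score potentiation.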
# Starred values were filed as active, the others as inactive; ? = inconclusive; nt = not tested or not shown; & = joins results of further samples. Unless noted, calls follow the shape of the dose curve; as a rule, active = well fitted curve in the direction sought with a large enough effect; inconclusive = small, poorly fitted or top-dose-only effect, or another doubt; inactive = no such curve, though single readings can be large; an effect the other way counts as inactive or inconclusive. Some of the compounds tested. The share of hits here may be higher or lower than overall.
compound,Vif-A3F inh,RXFP1 antagonist,GRP78 ERSR act,D1 agonist,Vif-APOBEC3G blk,RXFP1 agonist,D1 PAM,D1 antagonist,D2 PAM
Cc1ccc(S(=O)(=O)N2CCN(CC(=O)NC3CCCc4ccccc43)CC2)c(C)c1 (configuration not stated),-6%,-8,-1%,3,1%,-2.0%,-6,0,-3
NNC(=O)c1ccc(Oc2cc(Cl)cc(Cl)c2)o1,2%,-4,-3%,2,0%,-0.7%,0,11,-1
COc1ccc(-c2nc(CS(=O)CC(=O)NC3CCCCC3)c(C)o2)cc1OC (configuration not stated),-8%,34,1%,0,-9%,-0.2%,3,8,15
Cc1c(NC(=O)c2cc([N+](=O)[O-])ccc2N2CCOCC2)cccc1-c1nc2ccccc2o1,-7%,nt,3%,2,-25%,1.8%,-3,9,1
O=C(Nc1cnccn1)c1cccnc1,-3%,3,-5%,2,-4%,1.3%,-1,-8,nt
CCN(CC)S(=O)(=O)c1ccc(Oc2ccccc2)cc1,1%,20,-2%,3,0%,-0.5%,-7,-16,1
O=C(CSc1nnc(-c2ccc(S(=O)(=O)N3CCCC3)cc2)n1CC1CCCO1)NC1CC1 (configuration not stated),8%,2,-2%,3,2%,-0.7%,-6,-1,-5
CCN(C(=O)COC(=O)C1CCC(C(C)(C)C)CC1)c1c(N)n(Cc2ccccc2)c(=O)[nH]c1=O (configuration not stated),-27%,-1,-2%,nt,-4%,nt,nt,nt,nt
CC(Oc1cc2oc(=O)c3c(c2cc1Cl)CCCC3)C(=O)NCCN1CCOCC1 (configuration not stated),-1%,19,-1%,1,2%,3.2%,-6,11,-4
CC(=O)Cc1nsc(NC(=O)c2ccc(-c3ccc(Cl)cc3Cl)o2)n1,-8%,1,7%,4,-9%,5.3%,-9,-31*,2
CCCCCCn1c(=O)c(-c2ccccc2)c(O)c2ccccc21,-4%,-3,-2%,-3,-2%,-4.4%,1,17,6
Cc1ccc(-c2nc(CS(=O)(=O)CC(=O)N3CCN(c4ccccc4)CC3)c(C)o2)cc1,2%,?,-3%,6,5%,2.4%,-6,-21,-2
O=S(=O)(c1cccc2cccnc12)N1CCOCC1,-3%,11,2%,7,2%,4.0%,2,12,6
Oc1ccc(/C=N/Nc2ccc(Cl)nn2)c(O)c1O,0%,24,-1%,3,3%,23%,-5,3,-6
CC(=O)c1cc(-c2ccccc2)n(CC(=O)NC2CCCCC2)c1C,-5%&-1%,-3&-5,-5%&-2%,0&1,-3%&-1%,7.7%&5.1%,-5&-1,1&3,8
O=C(CC(c1cccs1)N1Cc2ccccc2C1=O)Nc1ccc(F)c(F)c1 (configuration not stated),2%,2,-7%,11,13%,-1.6%,-1,0,7
CC(C)(C)NC(=O)NC(=O)COC(=O)C1CC(=O)N(Cc2ccccc2)C1 (configuration not stated),2%,6,-4%,2,0%,1.3%,-3,15,8
CC(C)(C)Cc1nnc(NC(=O)c2ccc([N+](=O)[O-])cc2)s1,0%,-1,3%,5,-1%,0.4%,8,-5,4
C[C@@H](C(=O)NCCc1ccc(F)cc1)N1C(=O)N2CCc3c([nH]c4ccccc34)[C@@]2(C)C1=O,-2%,nt,0%,0,-5%,3.9%,-3,-1,13
Cn1c(N)c(C(=O)COC(=O)COc2ccc(Br)cc2)c(=O)n(C)c1=O,-36%,4,-6%,15,1%,3.2%,-8,-13,5
CCn1cc(C(=O)NCCCOC(C)C)c(=O)c2cc(S(=O)(=O)N3CCc4ccccc4C3)ccc21,2%,10,-1%,1,1%,4.0%,-1,-1,-6
CCCC(CCC)=NNC(=O)c1ccccc1F,13%,-16,3%,5,0%,0.1%,0,14,-11
O=C(CSc1cc(Cl)ccc1Cl)NCCCn1ccnc1,-25%,1,-4%,4,0%,2.9%,nt,-1,-5
COc1ccccc1-c1c(C)[nH]n2c(=O)c(Cc3ccccc3)c(C)nc12,-4%,9,-1%,5,-6%,-2.2%,5,5,-22
O=C(c1ccc2c(c1)OCO2)N1CCC2(CC1)Oc1ccc(Cl)cc1C(=O)C21CC(c2cccnc2)=NO1 (configuration not stated),5%,nt,-1%,4,-2%,0.0%,2,-13,nt
O=C(O)CN1C(=O)/C(=C\c2cccc(OCc3ccccc3F)c2)SC1=S,-9%,-7,0%,0,-4%,2.1%,6,4,5
Nc1ccn(C2CCCO2)c(=O)n1 (configuration not stated),14%,-2,-4%,nt,0%,nt,nt,nt,nt
O=c1cc(O)nc(SCc2ccccc2)[nH]1,-5%,-8,1%,0,-2%,0.2%,-1,0,19
O=C(CCN1CCN(C(c2ccccc2)c2ccccc2)CC1)N/N=C/c1ccc(O)cc1,-17%,-7,-3%,2,0%,-0.5%,-6,-72*,-19
Cc1cccc(C)c1NC(=O)CCS(=O)(=O)c1cccc2nsnc12,-12%,-1,-4%,0,-2%,1.4%,-1,4,4
O=C(CN1C(=O)/C(=C/c2ccccc2)SC1=S)N1CCN(CCc2ccccn2)CC1,-2%,26,-3%,0,0%,-1.9%,-4,-16,19
CN1/C(=C/C(=O)c2nc(S(C)(=O)=O)ncc2Cl)C(C)(C)c2ccccc21,-30%,-69*,-15%,0,?,3.2%,-8,-9,3
CCOc1cc(-c2noc(CCC(=O)NC3CCCCC3)n2)ccc1OC,-6%,6,-1%,7,1%,1.5%,nt,3,4
Cc1c(C(=O)N(C)C(C)c2ccccn2)oc2c(F)cccc12 (configuration not stated),-3%,-13,5%,0,0%,-0.5%,-3,0,15
COc1ccccc1C(=O)NC(=O)COC(=O)c1ncc(Cl)c(Cl)c1Cl,2%,-17,-4%,6,1%,1.3%,-3,-8,-5
CCCCCN(C(=O)CCC(=O)OCc1cc(C)ccc1C)c1c(N)n(CCCC)c(=O)[nH]c1=O,-21%,-4,-2%,4,-4%,-1.3%,8,11,4
COC(=O)c1cc(NC(=O)c2ccc(F)cc2)cc(C(=O)OC)c1,-17%,-10,-5%,1,1%,0.9%,3,13,5
O=C(NCc1ccccc1F)C1CCCN1C(=O)Nc1ccc(Cl)cc1 (configuration not stated),-5%,3,-5%,0,0%,-2.8%,-7,-9,-5
Cc1ccc(S(=O)(=O)Nc2nc3ccccc3nc2NCc2ccco2)cc1C,-13%,-13,-7%,5,-18%,2.8%,-3,-7,12
Cc1cccc(C)c1NC(=O)C(c1ccccc1)N1CCOCC1 (configuration not stated),3%,2,-5%,0,-1%,1.8%,-2,2,1
Cc1nnc(SCC(=O)Nc2ccc([N+](=O)[O-])cc2)n1CC1CCCO1 (configuration not stated),6%,-3,-3%,1,0%,1.0%,-1,6,-2
Cc1cccc(NC2=CC(=O)OC(C)C2)c1 (configuration not stated),nt,9,3%,-1,-3%,-1.2%,1,nt,-6
CCCCOc1ccc(C(=O)N2CCN(CCc3ccccn3)CC2)cc1,3%,4,-3%,-1,-2%,-1.8%,0,1,-28
COc1cccc(C2C(C(=O)Nc3ccccc3)=C(C)Nc3nnnn32)c1OC (configuration not stated),7%,2,-2%,5,-2%,-1.9%,2,-24,5
C=CCn1c(SCc2n[nH]c(=S)n2-c2ccccc2)nnc1-c1ccccc1,-4%,-4,4%,1,1%,0.2%,1,-23,-2
CC(Sc1ccc(S(=O)(=O)N2CCN(C)CC2)cn1)C(=O)NC1(C#N)CCCCC1 (configuration not stated),-4%,-6,-6%,1,-1%,-0.6%,-5,-6,9
CC(=O)Nc1ccc2c(c1)OCO2,10%,10,-3%,1,-11%,0.7%,-2,-15,-2
COc1ccc(N2CCN(C(=O)CCc3nnc4ccc(N5CCC(C)CC5)nn34)CC2)cc1,-2%,6,0%,0,-5%,6.1%,5,20,-2
CCC(CC)c1nnc(NC(=O)C2=NNC(=O)CC2)s1,3%,-13,-3%,7,5%,-0.6%,-5,-3,11
CC(=O)c1ccc(NC(=O)C(=O)c2cn(CC(=O)N3CCCCC3)c3ccccc23)cc1,-13%,-7,1%,1,0%,?,-3,-7,0

# 3 compounds already listed, arranged by formula weight, low to high:
compound,Vif-A3F inh,RXFP1 antagonist,GRP78 ERSR act,D1 agonist,Vif-APOBEC3G blk,RXFP1 agonist,D1 PAM,D1 antagonist,D2 PAM
Cc1cccc(NC2=CC(=O)OC(C)C2)c1 (configuration not stated),nt,9,3%,-1,-3%,-1.2%,1,nt,-6
C=CCn1c(SCc2n[nH]c(=S)n2-c2ccccc2)nnc1-c1ccccc1,-4%,-4,4%,1,1%,0.2%,1,-23,-2
CC(Sc1ccc(S(=O)(=O)N2CCN(C)CC2)cn1)C(=O)NC1(C#N)CCCCC1 (configuration not stated),-4%,-6,-6%,1,-1%,-0.6%,-5,-6,9

# The listing continues:
compound,Vif-A3F inh,RXFP1 antagonist,GRP78 ERSR act,D1 agonist,Vif-APOBEC3G blk,RXFP1 agonist,D1 PAM,D1 antagonist,D2 PAM
Cc1ccc(S(=O)(=O)N2CCC(C(=O)C3C(=O)CCCC3=O)CC2)cc1,10%,-2,-4%,2,-3%,-1.3%,-2,-2,-6
Cc1cc(C)cc(NC(=O)Cn2nnc(C(=O)NCc3ccc4c(c3)OCO4)c2N)c1,2%,?,-10%,5,2%,1.1%,-6,-32*,-2
Cc1ccc([N+](=O)[O-])cc1S(=O)(=O)N1CCCN(C)CC1,6%,3,-6%,1,-5%,7.6%,-8,4,4
c1ccc2[nH]c(C3CC3)nc2c1,-1%,14,1%,4,1%,3.3%,-3,11,14
Cc1cccc(Cn2c(-c3ccccc3)nc3ccccc32)c1,2%,?,0%,7,-2%,1.2%,-1,-6,3
CCOc1ccccc1C(=O)Nc1nncs1,-11%,-31,-5%,0,-5%,0.1%,-1,0,-7
CCC(=O)Nc1ccc(NCc2cccs2)cc1,1%,6,1%,2,2%,-2.1%,-7,-15,8
